# High-throughput results (PubChem BioAssay)
# MC4R antag cAMP: MC4R antagonists of cAMP signaling, primary screen, cell-based, TR-FRET, antagonist arm of biased-ligand search. Melanocortin receptor 4 (Homo sapiens), P32245. 360,000 compounds, 0.48% hits. MC4R-expressing cells, MTII-stimulated cAMP, LANCE TR-FRET. inhibition, % at 6.5 µM. AID 540295, 2011;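 active = inhibition above its plate's cutoff, the mean of tested wells on that plate plus 3 SD, cut at about 29% in these data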;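 also: 0% = Melanotan II alone and 100% = Melanotan II plus saturating MCL0020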
#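 Assay system: U2OS-MC4R stable cell line; Also added: Melanotan II; Technique: Eu-cAMP/anti-cAMP TR-FRET, emission 671 nm; Times: 30-min compound, 1-h challenge, 1-h detection, room temperature.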
# aDG glyco act: activators of alpha-DG glycosylation, primary screen, uHTS, Pro5-aDG cells, AlphaScreen; alpha-DG glycosylation AlphaScreen (IIH6); 0% Pro5, 100% B10-LARGE cell signal; activation, % at 10 µM; 360,000 compounds, 0.22% hits; AID 624168, 2012;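 active = activation of at least 8% versus controls, or a plate z-score of at least 8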;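 also: Pro5 are CHO cells carrying HIG-tagged alpha-DG that lacks glycosylation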
# CaV13 ICDI inh: Primary screen for inhibitors of IQ motif and Ca2+-dependent inactivation inhibitor domain binding in CACNA1D, Förster resonance energy transfer in living cells, …; inhibition, % at 12.3 µM; HEK cells, CFP/YFP FRET ICDI-IQ, plate reader, 10 min; percent FRET-ratio fall versus neutral wells; 340,000 compounds, 0.098% hits;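 active = mean replicate inhibition of at least 30% and at least 1% of replicates passing that level; inconclusive = only one of the two criteria is met; inactive = neither criterion is met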;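 also: 0% = median of the neutral control wells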
# MC4R barr agon: MC4R agonists recruiting beta-arrestin, primary screen, cell-based, luminescence, agonist arm of biased-ligand search; activation, % at 8.9 µM; U2OS MC4R beta-arrestin complementation; percent of melanotan II response, DMSO zero; Melanocortin receptor 4 (Homo sapiens), P32245; 360,000 compounds, 0.98% hits;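 active = activation above a per-plate cutoff, the mean activation of sample wells on that plate plus 3 SD, cut at about 8% in these data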
# PDI inh: inhibitors of human PDI, primary screen, biochemical, turbidity, single point, plate reader; inhibition, % at 10 µM; Protein disulfide-isomerase (Homo sapiens), P07237; PDI insulin aggregation turbidity, A650, 90 min; 350,000 compounds, 0.052% hits; AID 588391, 2011;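 active = mean inhibition across replicates of 30% or more, whatever share of single replicates reach that level; inconclusive = mean inhibition below 30% while every single replicate reaches 30%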;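 also: absorbance from insulin aggregation driven by PDI reduction with DTT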
# Target sequence (P07237 whole entry, looked up): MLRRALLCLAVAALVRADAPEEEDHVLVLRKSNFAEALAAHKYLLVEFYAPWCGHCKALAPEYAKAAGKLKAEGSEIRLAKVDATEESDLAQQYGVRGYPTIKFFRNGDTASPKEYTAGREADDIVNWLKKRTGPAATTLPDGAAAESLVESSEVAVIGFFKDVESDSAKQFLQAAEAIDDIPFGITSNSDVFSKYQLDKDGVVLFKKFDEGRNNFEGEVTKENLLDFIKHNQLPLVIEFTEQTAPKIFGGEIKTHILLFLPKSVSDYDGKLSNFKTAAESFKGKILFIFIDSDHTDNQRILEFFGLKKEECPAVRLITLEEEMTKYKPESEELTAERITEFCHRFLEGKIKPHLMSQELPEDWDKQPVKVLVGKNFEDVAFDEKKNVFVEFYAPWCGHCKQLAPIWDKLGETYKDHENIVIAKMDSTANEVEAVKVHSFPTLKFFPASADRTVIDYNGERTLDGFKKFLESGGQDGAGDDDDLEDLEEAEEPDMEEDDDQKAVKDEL
# m5-HT2A agonist: mouse Htr2a agonists via beta-arrestin recruitment, primary screen, cell-based, luminescence | 360,000 compounds, 0.66% hits | AID 624169, 2012 | 5-hydroxytryptamine receptor 2A (Mus musculus), P35363 | CHO-K1 mHTR2A beta-arrestin complementation; percent of 30 µM serotonin response | activation, % at 7.6 µM;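 active = activation above a run cutoff, the mean activation of all tested compounds plus 3 SD, cut at about 14% in these data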;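 also: 0% = plate median of compound wells and 100% = 30 µM serotonin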
# Target sequence (P35363 whole entry, looked up): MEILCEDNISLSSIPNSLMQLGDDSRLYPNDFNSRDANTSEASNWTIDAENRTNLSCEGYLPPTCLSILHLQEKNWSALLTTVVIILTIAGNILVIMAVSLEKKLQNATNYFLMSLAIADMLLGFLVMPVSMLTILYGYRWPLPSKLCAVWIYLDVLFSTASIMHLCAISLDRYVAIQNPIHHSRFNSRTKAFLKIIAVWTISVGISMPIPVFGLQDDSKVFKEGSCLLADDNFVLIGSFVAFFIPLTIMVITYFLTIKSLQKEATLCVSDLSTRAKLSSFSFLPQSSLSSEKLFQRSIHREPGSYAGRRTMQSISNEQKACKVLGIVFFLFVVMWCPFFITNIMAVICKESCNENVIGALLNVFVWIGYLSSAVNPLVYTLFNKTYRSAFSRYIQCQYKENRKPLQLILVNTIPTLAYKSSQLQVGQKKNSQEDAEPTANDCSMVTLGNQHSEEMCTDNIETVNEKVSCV
# Glyco luc inh: increase of ERlucT glycosylation luciferase signal, primary screen, N-linked glycosylation inhibitor project, D54 ERlucT cells, luminescence, set 2. D54 ERlucT glycosylation luciferase reporter, 24 h; percent of 100 nM tunicamycin response. reporter increase, % at 12.5 µM. 360,000 compounds, 0.23% hits;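 active = mean luciferase reporter signal, scaled so untreated is 0 and the glycosylation-blocking control 100, at or above a set limit in every replicate; inconclusive = mean reaches the limit but not every replicate does; inactive = mean below the limit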;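 also: luciferase carries N-glycosylation sites so blocking glycosylation raises the light; 0% = median of neutral control wells and 100% = median of 100 nM tunicamycin wells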
# H9c2 protect: cardioprotection against H2O2-induced cell death, primary screen, uHTS, H9c2 cells, ATPLite luminescence | H9c2 cardiomyocytes, H2O2 injury protection, 2 h | protection from H2O2 cell death, % at 20 µM | 360,000 compounds, 0.63% hits;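 active = compounds giving at least 50% protection of heart cells from peroxide-induced death in the single-dose screen, raw or plate-pattern-corrected value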;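 also: 0% = DMSO wells with peroxide and 100% = DMSO wells without peroxide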
# Vif imaging: HIV Vif self-association inhibitors, primary screen, imaging, HEK293T, single point; HEK293T cells, Vif self-association by quenched fluorescence, 24 h; inhibition, % at 7.49 µM; 340,000 compounds, 0.35% hits; in the data active = inhibition above about 50%, passing the limit was not always enough; inconclusive = no clear call, values can overlap the other calls; inactive = below about 31%; also: some results filed as inactive read as strong as hits
# ABCB6 inh MLPCN: ABCB6 transporter inhibitors, primary screen, K562-ABCB6 cells, flow cytometry, MLPCN library. ATP-binding cassette sub-family B member 6 (Homo sapiens), Q9NP58. K562-ABCB6 porphyrin accumulation, 1 h; active compounds read low. fluorescence ratio to DMSO, % at 10 µM. 360,000 compounds, 0.19% hits. AID 602162, 2011;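 active = fluorescence ratio to DMSO below 75%, the collection mean minus 3 SD; inconclusive = too few cells collected in the well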;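 also: signal is porphyrin accumulated inside mitochondria; 100% equals median channel fluorescence of DMSO control wells; lower ratio means ABCB6 inhibition with less porphyrin fluorescence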
# * = called active by the depositor; ? = inconclusive; nt = no result given.
SMILES,MC4R antag cAMP,aDG glyco act,CaV13 ICDI inh,MC4R barr agon,PDI inh,m5-HT2A agonist,Glyco luc inh,H9c2 protect,Vif imaging,ABCB6 inh MLPCN
Cc1nnc(C)n1/N=C/c1ccc(C(C)C)cc1,20,0.0,-10,-0.8,-3,-6,3,4,-1,96
COc1ccc(NC(=O)CN2C(=O)NC(C)(C3CC3)C2=O)c(OC)c1 (centres undefined),-4,-0.1,-6,-0.5,-11,-2,1,15,4,90
COc1ccc(-c2nn(-c3ccccc3)cc2C(=O)NCCCn2ccnc2)cc1,4,0.0,-8,-1.5,3,-5,-2,2,0,96
CCCCCCCCc1c(O)nc(-n2[nH]c(C)c(CCO)c2=O)[nH]c1=O,17,-0.5,-5,-0.7,0,-3,1,-5,-8,90
CN(CC(=O)Nc1ccc(Cl)c(C(F)(F)F)c1)C(=O)COC(=O)C1CC2CCCC(C1)C2=O (centres undefined),3,-0.1,-9,-2.2,13,2,0,-17,0,96
Cc1[nH]c2ccccc2c1C(=O)C(=O)N1CC=C(c2ccccc2)CC1,10,0.3,-5,-0.4,8,-1,2,-3,-3,117
CC(=O)Nc1ccc(Sc2ncccc2C(=O)Nc2cc(Cl)cc(Cl)c2)cn1,6,-0.1,-9,0.8,3,-3,11,12,10,98
Nc1c(C=C2C=CC(=O)C=C2)c(=O)nc2sc(CC(=O)N3CCCC3)nn12,11,-0.1,-14,-1.0,2,5,2,-4,1,95
Cc1cc(C)n(-c2nc3ccccc3n3c(C)nnc23)n1,5,-0.1,5,-2.5,-2,8,2,7,-12,103
CCC12CN3CCN(CC(C3)/C1=N\NC(=O)c1ccc(C(C)(C)C)cc1)C2,10,-0.3,-5,-0.4,-1,2,0,-6,0,99
Cc1nn(CC(=O)NCc2cccc(F)c2)c(=O)c2cccn12,-3,-0.2,-7,0.3,2,1,0,8,1,98
Cn1c(SCC(=O)c2cc(Cl)c(Cl)s2)nnc1-c1ccco1,-5,-0.1,-4,-0.6,17,2,7,5,1,105
COc1ccc(NC2CCCN(C(=O)c3ccccc3C(F)(F)F)C2)cc1 (centres undefined),12,0.5,-6,-1.3,-10,-2,2,2,0,94
Cc1ccc(N(C(=O)c2ccc(S(=O)(=O)N3CCCC3)cc2)C2C=CS(=O)(=O)C2)cc1 (centres undefined),-1,0.2,nt,-2.9,-2,-4,-2,4,6,99
CN(CC(=O)NC1CCCCCCC1)S(=O)(=O)c1cnc[nH]1,-5,-0.1,5,-2.4,5,4,-1,6,2,98
CCCCNc1nc(C)c(C(C)=O)cc1C#N,10,-0.2,5,-1.5,-17,4,0,-3,-3,99
Cc1ccc(NCc2nnc(SC(C)C(=O)N/N=C/c3ccc(C)o3)n2-c2ccccc2)cc1 (centres undefined),14,-0.2,nt,0.2,12,-2,0,3,nt,103
O=C(NCC1CCCO1)C1CCN(C(=O)c2ccc(Cl)cc2)CC1 (centres undefined),8,0.2,nt,-1.6,13,-1,1,-2,9,99
Cn1c(=O)c2c(ncn2CC(=O)OCC(=O)c2ccc(Cl)cc2)n(C)c1=O,-1,0.2,-7,-0.5,-1,5,1,-2,-7,98
O=C(CCCn1c(=S)[nH]c2ccccc2c1=O)N1CCOCC1,5,-0.1,-4,-2.4,5,1,2,0,11,101
CC1C(=O)C(C)(C)C(=O)OC1c1ccccc1 (centres undefined),11,0.4,1,2.2,-5,4,-1,-6,3,106
Cc1cccc(N(C(=O)c2csnn2)C(C(=O)NC2CCCCC2)c2ccncc2)c1 (centres undefined),-1,-0.2,-3,-1.2,7,0,3,-2,3,100
O=C(Cn1cnc([N+](=O)[O-])n1)c1ccc(O)c(O)c1,-1,0.0,-2,0.0,-21,0,0,-1,-11,102
CC12CC(c3ccccc3O1)N(C(=O)c1ccc(Br)o1)C(=O)N2c1ccccc1 (centres undefined),5,-0.1,-4,1.6,-1,-2,14,3,-6,96
COc1cccc(C(=O)CSc2nnc(CNc3nc(-c4ccccc4)cs3)n2C)c1,-3,-0.1,-6,-1.8,-6,0,-1,24,-6,96
Cc1cc(C)nc(/N=C(\N)N2CCCCC2)n1,3,0.1,-4,-2.9,-7,-2,2,-4,0,102
O=C(COc1cccc2ccccc12)NNC(=O)c1cnccn1,9,0.0,-5,-2.7,4,0,4,24,4,95
O=C1COc2ccc(S(=O)(=O)CCC(=O)N3CCN(c4cccc(C(F)(F)F)c4)CC3)cc2N1,-5,2.0,-3,-3.4,-14,6,-2,-10,-9,90
CCCn1c(N)c(N(CCOC)C(=O)c2ccc(F)cc2F)c(=O)[nH]c1=O,21,0.1,-3,-0.6,5,-7,0,-1,-1,99
C=CC[C@@H](CC(=O)OC(C)(C)C)C(=O)OC[C@@H]1CCCN1C(=O)[C@@H](CC=C)CC(=O)N[C@@H](CO)Cc1ccccc1,11,0.5,-5,-0.6,3,-4,-1,-7,-10,98
COc1ccc(/C=C2\Oc3cc(OCC(=O)N4CCC[C@H]4C(=O)O)ccc3C2=O)c(OC)c1OC,-24,0.0,nt,-2.4,nt,0,-4,-4,-7,102
CC1CCN(C(C(=O)O)c2ccccc2)CC1 (centres undefined),7,-0.5,-4,-0.8,-9,7,2,2,-6,99
COc1cccc(CNC(=O)C2CCCN(S(=O)(=O)c3c(C)[nH]c(=O)[nH]c3=O)C2)c1 (centres undefined),9,-0.2,-7,-1.9,3,-2,-1,0,1,95
COc1ccc(C2=C(SC)CC2=NC(C)(C)C)cc1,12,0.1,-5,-3.6,2,5,-1,2,nt,107
O=C1c2ccccc2C(=O)N1CCC(c1ccccc1)c1ccco1 (centres undefined),2,0.2,-6,-0.2,-9,6,-1,5,4,96
COc1cc(C(=O)Nc2ccc3c(c2)C(=O)N(CCC(=O)O)C3=O)cc(OC)c1OC,2,-0.1,-2,-2.5,-3,-4,0,2,-16,89
COc1ccccc1NS(=O)(=O)c1cccc(C(=O)NCC(c2ccc(F)cc2)N2CCOCC2)c1 (centres undefined),14,0.3,-6,-3.2,-7,0,0,14,-12,102
COc1cccc(C2C3=C(N=c4s/c(=C\c5ccc(O)cc5)c(=O)n42)c2ccccc2CC3)c1OC (centres undefined),-7,-0.7,-3,0.4,-2,-3,-1,-13,0,100
COCc1c(C(=O)N/N=C/c2ccncc2)nnn1-c1nonc1N,8,-0.1,-4,-1.2,8,-4,2,6,-13,104
CC(=O)NCc1ccc(C(=O)COC(=O)COc2ccccc2)s1,9,0.1,-6,-0.6,8,1,2,8,22,102
O=C(CCc1ccccc1)Nc1cc(C(=O)O)cc(C(=O)O)c1,17,0.2,-2,0.6,-4,1,2,-2,nt,103
O=C(COC(=O)Cc1cccc2ccccc12)Nc1ccccc1-c1ccccc1,15,0.0,2,-0.2,6,2,-1,-8,0,97
COCCN(C(=O)c1ccco1)c1nnc(-c2ccc(OC)c(OC)c2)s1,-3,0.0,-8,0.8,-11,3,-2,18,11,105
Cc1ccc2nc(-c3cccnc3)cc(C(=O)Nc3ccc(F)cc3C)c2c1,21,-0.8,-7,0.5,3,1,2,28,-3,92
C/C(C/C(C)=C1/SC(=S)NC1=O)=C1\SC(=S)NC1=O,3,-0.4,-5,-1.6,11,4,-1,1,-3,103
O=C(COC(=O)CCNS(=O)(=O)c1ccc(Cl)cc1)NCc1ccco1,1,-0.2,-4,-1.1,-9,-2,1,-5,4,90
CS(=O)(=O)N1CCN(c2ccc([N+](=O)[O-])c(NCc3ccc(Cl)cc3)c2)CC1,-2,0.0,-15,-1.0,-4,-2,-11,0,-2,95
CNS(=O)(=O)c1cccc(C(=O)OCC(=O)Nc2ccccc2F)c1,10,1.9,-7,4.2,5,6,1,2,5,98
CC1CN(C(=O)CSc2cn(CC(=O)N3CCOCC3)c3ccccc23)CC(C)O1 (centres undefined),-2,-0.3,-6,-2.7,7,7,2,0,3,94
CCOC(=O)C1(CCc2ccccc2)CCN(Cc2ccn[nH]2)CC1,-1,-0.3,6,-3.6,-2,1,1,2,?,91

# Part of the list above in order of molar mass, lowest first:
SMILES,MC4R antag cAMP,aDG glyco act,CaV13 ICDI inh,MC4R barr agon,PDI inh,m5-HT2A agonist,Glyco luc inh,H9c2 protect,Vif imaging,ABCB6 inh MLPCN
COc1ccc(C2=C(SC)CC2=NC(C)(C)C)cc1,12,0.1,-5,-3.6,2,5,-1,2,nt,107
CN(CC(=O)NC1CCCCCCC1)S(=O)(=O)c1cnc[nH]1,-5,-0.1,5,-2.4,5,4,-1,6,2,98
C/C(C/C(C)=C1/SC(=S)NC1=O)=C1\SC(=S)NC1=O,3,-0.4,-5,-1.6,11,4,-1,1,-3,103
COCc1c(C(=O)N/N=C/c2ccncc2)nnn1-c1nonc1N,8,-0.1,-4,-1.2,8,-4,2,6,-13,104
CC(=O)NCc1ccc(C(=O)COC(=O)COc2ccccc2)s1,9,0.1,-6,-0.6,8,1,2,8,22,102
Cn1c(SCC(=O)c2cc(Cl)c(Cl)s2)nnc1-c1ccco1,-5,-0.1,-4,-0.6,17,2,7,5,1,105
COc1cccc(CNC(=O)C2CCCN(S(=O)(=O)c3c(C)[nH]c(=O)[nH]c3=O)C2)c1 (centres undefined),9,-0.2,-7,-1.9,3,-2,-1,0,1,95
Cc1ccc(NCc2nnc(SC(C)C(=O)N/N=C/c3ccc(C)o3)n2-c2ccccc2)cc1 (centres undefined),14,-0.2,nt,0.2,12,-2,0,3,nt,103
